Screening data deposited in PubChem by National Center for Advancing Translational Sciences (NCATS).
IL-1B inflam inh = inhibitors of inflammasome signaling (IL-1 beta secretion). THP-1 LPS/ATP IL-1B secretion, AlphaLISA, 16 h; hits give low values. activity change, % at 57.5 µM. hit rate 4.7% among 360,000; in the data active = activity change below about -50%; inconclusive = mostly about -30% to -49%; note: % is set by controls: 0 for no effect and ±100 for the full control effect
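Secreted IL-1B measured by AlphaLISA bead assay after 16 h compound exposure of THP-1 cells; compounds (final up to 57.5 uM) added 1 h before LPS (250 ng/mL) and ATP (1.25 mM) stimulation; lower signal means less secretion.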
WRN inhibitor = blocks human WRN helicase; Q14191; WRN helicase unwinding, fluorescent forked duplex, kinetic; Potency, µM (doses to about 114 µM), for inactives: at the top dose activity change, negative = inhibition, hits mostly inhibitors; hit rate 0.46% among 360,000; note: potency is the fitted concentration of half-maximal effect; % is set by controls: 0 for no effect and ±100 for the full control effect; nearly all actives have a fitted effect of over 55% in size
Target sequence (Q14191 whole entry, looked up): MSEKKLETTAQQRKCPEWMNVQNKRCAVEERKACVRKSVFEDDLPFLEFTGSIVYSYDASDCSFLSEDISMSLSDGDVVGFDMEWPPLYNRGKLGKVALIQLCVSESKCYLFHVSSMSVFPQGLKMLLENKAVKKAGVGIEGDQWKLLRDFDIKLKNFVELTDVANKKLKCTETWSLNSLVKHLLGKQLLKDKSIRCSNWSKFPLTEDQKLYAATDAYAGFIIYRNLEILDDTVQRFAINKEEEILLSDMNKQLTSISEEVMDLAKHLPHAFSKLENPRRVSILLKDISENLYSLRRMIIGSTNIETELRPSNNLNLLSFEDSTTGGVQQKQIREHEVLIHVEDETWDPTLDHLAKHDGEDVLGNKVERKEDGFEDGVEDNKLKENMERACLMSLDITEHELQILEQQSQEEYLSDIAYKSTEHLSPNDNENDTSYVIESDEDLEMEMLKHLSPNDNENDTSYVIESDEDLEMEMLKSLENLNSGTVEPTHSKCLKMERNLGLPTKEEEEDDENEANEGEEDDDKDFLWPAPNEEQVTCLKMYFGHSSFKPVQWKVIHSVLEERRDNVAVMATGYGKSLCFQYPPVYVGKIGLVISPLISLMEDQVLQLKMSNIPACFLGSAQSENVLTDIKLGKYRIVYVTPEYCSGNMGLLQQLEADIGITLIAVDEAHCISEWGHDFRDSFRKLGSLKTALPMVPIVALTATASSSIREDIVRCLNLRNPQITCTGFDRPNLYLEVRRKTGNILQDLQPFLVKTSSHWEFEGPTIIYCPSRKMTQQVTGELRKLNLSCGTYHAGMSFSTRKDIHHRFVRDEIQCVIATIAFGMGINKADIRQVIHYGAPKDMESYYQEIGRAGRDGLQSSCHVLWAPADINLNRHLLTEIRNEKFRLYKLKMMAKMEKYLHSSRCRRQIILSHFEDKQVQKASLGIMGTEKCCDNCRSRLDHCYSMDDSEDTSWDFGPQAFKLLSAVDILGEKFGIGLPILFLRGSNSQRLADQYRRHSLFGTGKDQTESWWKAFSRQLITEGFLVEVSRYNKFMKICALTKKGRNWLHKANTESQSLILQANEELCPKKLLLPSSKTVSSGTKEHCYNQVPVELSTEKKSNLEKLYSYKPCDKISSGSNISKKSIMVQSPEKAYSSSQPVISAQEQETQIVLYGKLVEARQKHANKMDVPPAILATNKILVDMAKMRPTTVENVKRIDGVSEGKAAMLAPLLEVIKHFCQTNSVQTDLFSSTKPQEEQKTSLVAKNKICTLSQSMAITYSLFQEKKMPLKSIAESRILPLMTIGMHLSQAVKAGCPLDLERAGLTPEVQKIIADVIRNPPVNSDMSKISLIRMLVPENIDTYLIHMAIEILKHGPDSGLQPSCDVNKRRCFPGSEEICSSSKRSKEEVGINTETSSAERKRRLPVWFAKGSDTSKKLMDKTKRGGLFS
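Kinetic red-fluorescence monitoring (525/598 nm) tracks WRN helicase activity after 100 nM fluorophore-quencher forked duplex and 2 mM ATP are added to 20 nM enzyme pretreated 15 min at room temperature with compound.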
HT1080 IDH1KD tx = kills HT-1080 cells with IDH1 knockdown; HT-1080 IDH1 knockdown viability, ATP luminescence, 48 h; Potency, µM (doses to about 46.1 µM), inactives show at the top dose activity, negative = toxicity, usual class: cytotoxic; hit rate 2% among 360,000;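 note: potency is the fitted concentration of half-maximal effect; 0% = DMSO wells and -100% = cell-free medium wells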
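Viability of IDH1-knockdown HT-1080 fibrosarcoma cells was assessed by CellTiter-Glo after 48 h at 37 °C with titrated compound; concentration-effect curves were classified by fit quality and response size.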
KB-3-1 tox = KB-3-1 parental cell cytotoxicity. KB-3-1 viability, CellTiter-Glo ATP luminescence, 72 h. Potency, µM (series often up to 46.1 µM), for inactives: at the top dose activity change, negative = cytotoxic, hits mostly cytotoxic. hit rate 1.4% among 400,000. AID 1347075; note: potency is the fitted concentration of half-maximal effect; % is set by controls: 0 for no effect and ±100 for the full control effect; nearly all actives have a fitted effect of over 60% in size
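Screening of KB-3-1 cells (DMEM, 10% FBS, phenol-red free) ran from lowest to highest compound concentration; after 72 h at 37 °C viability was read luminescently and curves fitted.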
SW480 rereplic = DNA re-replication induction in SW480 cells. SW480 DNA re-replication, Hoechst DNA content imaging, 48 h. Potency, µM (highest dose often 46.1 µM), inactives show top-dose re-replication activation, most hits filed as activators. hit rate 1.8% among 340,000. AID 624297; note: potency is the fitted concentration of half-maximal effect; % of control where 0% means no effect; nearly all actives have a fitted effect of over 55% in size
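Image-based read-out: total Hoechst fluorescence of nuclei (405 nm excitation, 500-530 nm emission), with hits raising the fraction of high-intensity nuclei. SW480 colon cells incubated 48 hr with compounds at 37 C.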
MCF10A rereplic = induces DNA re-replication in MCF 10a normal breast cells. MCF 10A DNA re-replication, Hoechst nuclear intensity, 48 h. Potency, µM (top dose mostly 46.1 µM), for the others: at the top dose activity, positive = re-replication, usual class: activators. hit rate 2.9% among 350,000. AID 624296; note: potency is the fitted concentration of half-maximal effect; % of control where 0% means no effect; nearly all actives have a fitted effect of over 50% in size
ATXN2 expr inh = ATXN2 expression inhibition; HEK-293 ATXN2-luciferase reporter, luminescence, 24 h; Potency, µM (highest dose often 57 µM), inactives show at the top dose activity change, negative = inhibition, hits mostly inhibitors; hit rate 0.72% among 360,000; note: potency is the fitted concentration of half-maximal effect; % is set by controls: 0 for no effect and ±100 for the full control effect; nearly all actives have a fitted effect of over 55% in size
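ATXN2-luciferase reporter cells (luciferase flanked by upstream and downstream ATXN2 gene portions) were treated 24 h at 37 °C with compounds at up to 57 uM. SteadyGlo luminescence gave expression; GF-AFC fluorescence gave viability.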
KB-V1 cytotox = kills drug-selected multidrug resistant KB-V1 cells; AID 1347076; Potency, µM (doses to about 46.1 µM), for inactives: at the top dose activity change, negative = cytotoxicity, hits mostly cytotoxic; KB-V1 MDR cells viability, CellTiter-Glo, 72 h; hit rate 3.4% among 400,000; note: potency is the fitted concentration of half-maximal effect; % is set by controls: 0 for no effect and ±100 for the full control effect; nearly all actives have a fitted effect of over 60% in size
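Readout: CellTiter-Glo luminescence, 10 min after addition. Cells: KB-V1 MDR subline, 72 h at 37 degrees C with compound. Analysis: corrected, normalized data fitted to concentration-effect curves.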
HT1080-NT tox = kills 2HG-producing HT-1080-NT fibrosarcoma cells; HT-1080-NT fibrosarcoma viability, CellTiter-Glo ATP luminescence, 48 h; hit rate 1.6% among 360,000; Potency, µM (doses to about 46.1 µM), without a hit: top-dose activity, negative = less viability, hits mostly cytotoxic;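 note: NT is the 2HG producing partner of a matched IDH1 knockdown line; potency is the fitted concentration of half-maximal effect; 0% = DMSO-treated cells and -100% = media-only wells without cells; nearly all actives have a fitted effect of over 55% in size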
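Viability of the 2HG-overproducing fibrosarcoma line after 48 hours of compound exposure at 37 degrees C was determined by luminescence with CellTiter-Glo, and concentration-effect curves were then fitted and categorized.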
* hit, by the source's call; i = inactive; ? = inconclusive; . = no result given; & = joins results of further samples; [ ] = dose if it differs, or a comment. Unless noted, calls come from the whole dose curve; as a rule, active = well fitted curve in the direction sought with a large enough effect; inconclusive = small, poorly fitted or top-dose-only effect, or another doubt; inactive = no such curve, though single readings can be large; an effect the other way counts as inactive or inconclusive.

SMILES | IL-1B inflam inh | WRN inhibitor | HT1080 IDH1KD tx | KB-3-1 tox | SW480 rereplic | MCF10A rereplic | ATXN2 expr inh | KB-V1 cytotox | HT1080-NT tox
N#Cc1nc(COc2ccc(-c3ccccc3)cc2)oc1NCCCN1CCOCC1 | ? | -1% | ? | ? | ? | 11µM* | 32µM* | -9% | ?
O=C(Nc1ccc(Oc2ccc(Cl)cc2)cc1)c1ncn[nH]1 | 0 | -1% | -15% | -11% | 1% | 3% | -17% | 8% | -13%
Cc1ccc(Cl)cc1N1CCN(C(=O)Cn2ccc3ccccc3c2=O)CC1 | -66* | 0%[57.1 µM] | ? | -8% | -3% | ? | -21% | ? | 0%
COc1ccc(OC)c(C(=O)c2coc3ccc(OC)cc23)c1 | 6 | -6% | 7% | -16% | 20% | -1% | -2% | -6% | 1%
O=C1c2ccccc2NC(c2cccc(O)c2)N1Cc1ccco1 (centres undefined) | 27 | 1% | 7% | 24%&-5% | -5% | 15% | 2% | 10%&-3% | -1%
CC(C)(C)c1ccc(-n2nc(C#N)c(Cl)cc2=O)cc1 | -97* | ? | 3.3µM* | ? | 4.1µM* | 2.9µM* | ? | ? | 7.3µM*
COc1cc(C(=O)NC2CC(C)(C)NC(C)(C)C2)cc(OC)c1OC | 13 | 1% | 19% | 5% | 0% | 0% | -6% | ? | 5%
COc1ccc(N2CCN(C(=O)c3ccc(Cn4nc(C)c([N+](=O)[O-])c4C)o3)CC2)cc1 | -12 | -35% | -19% | . | ? | 11% | 3% | . | ?
O=[N+]([O-])c1ccc(N2CCN(c3ccccc3)CC2)nc1 | -5 | -9% | 16% | 6% | 8% | 3% | 21% | 16% | 20%
O=C(CSc1nc2ccccc2c(=O)n1CCCC(=O)N1CCCC1)NCc1ccco1 | ? | 3% | -5% | 12% | 21% | 12% | -5% | -8% | -5%
CCC(=O)N1CCC(C)(C(=O)Nc2ccc3c(c2)OCO3)C1 (centres undefined) | 5 | 7% | 13% | 0% | . | . | 8% | -12% | -3%
COc1ccc(CCNC(=O)Cc2nn(C)c(=O)c3ccccc23)cc1OC | 22 | -20% | -7% | -13% | -12% | 4% | -1% | -8% | 0%
CCCCN1c2cc(C)c(O)cc2C(C(=O)OCC)C1C (centres undefined) | 1 | 4% | -3% | -19% | -4% | -15% | -2% | 8% | -1%
CCCCc1nnc(NC(=O)c2ccc(S(=O)(=O)N3CCOCC3)cc2)s1 | 0 | 6% | 2% | 4% | -5% | 2% | 3% | -2% | ?
COc1cc2c(cc1OC)CN(C(=O)c1cc(COc3ccccc3SC)on1)CC2 | 0 | -4% | -6% | -7% | . | . | . | -3% | -13%

3 compounds from above, ordered by count of non-hydrogen atoms, rising.
SMILES | IL-1B inflam inh | WRN inhibitor | HT1080 IDH1KD tx | KB-3-1 tox | SW480 rereplic | MCF10A rereplic | ATXN2 expr inh | KB-V1 cytotox | HT1080-NT tox
CC(C)(C)c1ccc(-n2nc(C#N)c(Cl)cc2=O)cc1 | -97* | ? | 3.3µM* | ? | 4.1µM* | 2.9µM* | ? | ? | 7.3µM*
O=[N+]([O-])c1ccc(N2CCN(c3ccccc3)CC2)nc1 | -5 | -9% | 16% | 6% | 8% | 3% | 21% | 16% | 20%
COc1ccc(N2CCN(C(=O)c3ccc(Cn4nc(C)c([N+](=O)[O-])c4C)o3)CC2)cc1 | -12 | -35% | -19% | . | ? | 11% | 3% | . | ?

Single values from the list:
O=C(CSc1nc2ccccc2c(=O)n1CCCC(=O)N1CCCC1)NCc1ccco1 in WRN inhibitor: 3%
COc1ccc(CCNC(=O)Cc2nn(C)c(=O)c3ccccc23)cc1OC in MCF10A rereplic: 4%
COc1cc(C(=O)NC2CC(C)(C)NC(C)(C)C2)cc(OC)c1OC in SW480 rereplic: 0%

Following part.
SMILES | IL-1B inflam inh | WRN inhibitor | HT1080 IDH1KD tx | KB-3-1 tox | SW480 rereplic | MCF10A rereplic | ATXN2 expr inh | KB-V1 cytotox | HT1080-NT tox
CCOC(=O)N1CCN(C(=O)C2CC(c3ccc(F)cc3)=NO2)CC1 (centres undefined) | -4 | -2% | 6% | -1% | -11% | -9% | 2% | -1% | 8%
Cc1ccc(S(=O)(=O)N2CCOC23CCN(C(=O)C(=O)NCCC(C)C)CC3)cc1 | 18 | 6% | -1% | 0% | -36%[inhibitor] | 4% | -13% | -18% | 8%
CCOc1ccc2nc(NC(=O)CN3CCN(C)CC3)sc2c1 | -14 | 1% | -7% | -5% | ? | ? | 54%[activator] | ? | -10%
COc1ccc(NC(=O)Nc2cccc3c2O[C@H](CN(C)C(=O)NC(C)C)[C@@H](C)CN([C@H](C)CO)C3=O)cc1 | 8 | 0% | -16% | -11% | 3% | 14% | 13% | -14% | -11%
CCOc1ncccc1C(=O)N1CCN(S(=O)(=O)c2ccc3ccccc3c2)CC1 | -3 | -4% | -1% | -5% | -17% | -1% | . | ? | -3%
O=C(NCc1ccccc1)C(CCc1ccccc1)n1c(=O)c(-c2cc3ccccc3[nH]2)nc2ccccc21 (centres undefined) | 22 | -10% | ? | -26% | . | . | . | -17% | ?
Cc1ccc(SCc2cc(=O)n3[nH]c(C)nc3n2)cc1 | -2 | 8% | -8% | -16% | -6% | 27% | -4% | -1% | -4%
CN(C)c1ccc(/C=N/OC(=O)Nc2ccccc2)cc1 | ? | -3% | -20% | -19% | 0% | 9% | -10% | -7% | -16%
COc1ccccc1CC(=O)Nc1ccon1 | 8 | 2% | 9% | 1% | -8% | 17% | . | 17% | -1%
COc1ccc(CNC(=O)CC2C(=O)NCCN2C2Cc3ccccc3C2)cc1 (centres undefined) | i | -8% | -9% | -4% | 0% | -11% | -1% | -1% | 1%
O=C(Nc1nc(-c2cccs2)c(-c2cccs2)s1)C1(c2ccccc2)CC1 | 4 | -19% | -11% | -14% | 5% | 21µM* | -10% | 18µM* | 0%
O=C(NCc1ccc(Cl)cc1)C1CCCN1C(=O)Nc1ccccc1 (centres undefined) | -5 | 9% | -2% | 23% | 1% | 1% | -9% | -27% | 4%
COc1cc(C)nc(-c2csc(C)n2)n1 | 1 | -3% | -2% | 0% | 5% | 0% | . | 1% | -12%
O=C(NC(=S)Nc1cccc2ncccc12)c1cccs1 | 33 | 0% | -15% | 4% | -22% | 0% | -11% | -1% | -12%
O=C1/C(=C/c2cccc(Br)c2)SC(=S)N1CCC(=O)N(CCO)c1ccccc1 | ? | -3% | 4% | ? | ? | ? | 0% | -3% | -4%

New compounds follow:
Second line of a record – IL-1B inflam inh | WRN inhibitor | HT1080 IDH1KD tx | KB-3-1 tox | SW480 rereplic | MCF10A rereplic | ATXN2 expr inh | KB-V1 cytotox | HT1080-NT tox
Cc1cc(C)cc(NC(=O)c2ccc(Cn3nc(C)c(Cl)c3C)o2)c1
    -21 | -7% | ? | -16% | 2% | ? | -30% | -25% | ?
COCCn1nnnc1C(c1ccc2ncccc2c1)N1CCN(c2ccccc2F)CC1 (centres undefined)
    3 | 14% | -9% | 1% | 4% | 0% | 0% | ? | 8%
Cc1noc(C)c1CSCC(=O)Nc1cc(Cl)ccc1N1CCCCC1
    ? | -14% | -1% | -2% | 5% | ? | -13% | ? | 2%
Nc1c(C(=O)OCC2CCCO2)c2nc3ccccc3nc2n1C1CCCC1 (centres undefined)
    2 | -8% | -4% | ? | 27% | ? | -13% | 23µM* | -2%
COc1ccc(Br)cc1CNc1ccc(S(N)(=O)=O)cc1
    3 | -20% | -2% | 13% | 0% | 2% | -7% | 0% | 2%
O=C(CN(c1cccc([N+](=O)[O-])c1)S(=O)(=O)c1ccccc1)N(Cc1ccccc1)Cc1ccccc1
    -11 | 1% | 11% | -3% | 2% | -3% | 0% | 10% | 10%
COc1cccc(S(=O)(=O)N(C)C[C@@H]2OCc3cnnn3CCCC(=O)N([C@@H](C)CO)C[C@@H]2C)c1
    18 | 2% | -3% | -4% | . | . | 2% | ? | -3%
COc1ccc(NC(=O)Nc2ccc3c(c2)C(=O)N([C@H](C)CO)C[C@H](C)[C@@H](CN(C)C(=O)Nc2ccc(C(F)(F)F)cc2)O3)cc1
    -22 | -22% | -14% | 13% | 26% | 12% | -9% | ? | -13%
Cc1ccc2c(CC(=O)NCC3COc4ccccc4O3)coc2c1 (centres undefined)
    16 | -23% | -14% | 1% | -5% | 1% | 0% | -1% | -9%
Cc1ccccc1NC(=O)c1sc(Cl)nc1-c1ccccc1
    31 | -10% | -3% | -6% | 4%[9.22 µM] | 17% | -15% | 3% | 0%
CCNC(=S)NNC(=O)c1cccs1
    13 | -2% | -2% | 9% | -5% | -5% | -9% | 10% | 0%
CC(=O)Nc1cccc(OC(=O)N2CCOCC2)c1
    10 | -5% | -2%[9.24 µM] | 16% | -5% | 0% | -1% | 6% | 16%
O=C1COc2ccc(C(=O)COC(=O)c3ccc(S(=O)(=O)C(F)F)cc3)cc2N1
    28 | -4% | 10% | 4% | 29% | 10% | -12% | 12% | 2%
CC1CCCCN1S(=O)(=O)c1ccc(C(=O)Nc2nnc(-c3ccco3)o2)cc1 (centres undefined)
    10 | ? | -25% | ? | ? | 21% | ? | 5.8µM* | -21%
COc1cc(S(=O)(=O)NCC2OCCc3ccccc32)ccc1-n1cnnn1 (centres undefined)
    4 | 0% | -6% | -2% | -3% | -18% | -19% | -18% | 1%
COc1ccc(NC(=O)c2cn(-c3ccccc3)nc2SC)cc1
    ? | -15% | 7% | -11% | 1% | 1% | . | ? | -15%
O=C(COC(=O)/C=C/c1ccc(Cl)cc1Cl)Nc1cc(C(F)(F)F)ccc1N1CCOCC1
    4 | -1% | 9% | 6% | 4% | 0% | 9% | 2% | 1%
CC(C)c1ccc(-c2nc3ccccc3s2)cc1
    69 | 20% | -21% | 3% | -5% | 22% | ? | -2% | -21%
